Bioassay records deposited in PubChem BioAssay by several laboratories.
M4 antag = blocks acetylcholine activation of human M4 receptor. 360,000 compounds, 0.73% hits. P08173. inhibition, % at 3 µM. CHO-hM4 cells, ACh EC80, Fluo-8 calcium fluorescence. AID 624125;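 active means inhibition above its plate's cutoff, the mean inhibition of sample wells plus 3 SD, cut at about 27% in these data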;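 further: 0% = acetylcholine EC80 with DMSO and 100% = DMSO without agonist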
Target sequence (P08173 whole entry, looked up): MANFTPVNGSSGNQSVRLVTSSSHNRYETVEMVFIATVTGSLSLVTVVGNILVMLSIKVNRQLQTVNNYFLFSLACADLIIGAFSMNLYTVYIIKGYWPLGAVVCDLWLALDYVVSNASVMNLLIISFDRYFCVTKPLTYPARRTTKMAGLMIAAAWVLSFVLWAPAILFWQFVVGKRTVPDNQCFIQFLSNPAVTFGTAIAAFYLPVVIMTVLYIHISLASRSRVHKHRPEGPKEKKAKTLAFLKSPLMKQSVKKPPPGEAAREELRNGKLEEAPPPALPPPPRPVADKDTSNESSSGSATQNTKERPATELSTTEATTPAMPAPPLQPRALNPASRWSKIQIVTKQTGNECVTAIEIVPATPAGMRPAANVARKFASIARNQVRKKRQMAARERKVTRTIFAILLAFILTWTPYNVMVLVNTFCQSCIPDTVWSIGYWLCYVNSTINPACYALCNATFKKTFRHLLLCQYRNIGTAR
M4 ag = agonists of human muscarinic M4 receptor (CHRM4) | 360,000 compounds, 0.14% hits | CHO-K1 hM4/Gqi5, Fluo-8 calcium fluorescence; vehicle 0%, full acetylcholine response 100% | activation, % at 3 µM | P08173 | AID 624127;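 active means activation above the run mean over all test wells plus 3 SD, cut at about 32% in these data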;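 further: peak over basal fluorescence ratio per well then scaled between controls; 0% = DMSO wells and 100% = acetylcholine at EC100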
M5 PAM = CHRM5 positive allosteric modulation; P08912; CHO-K1 hM5, Fluo-8 calcium, ACh EC20 PAM; 0% = ACh EC20, 100% = ACh EC100; activation, % at 3 µM; 360,000 compounds, 0.3% hits; AID 624038;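 active means activation above the run cutoff, the mean activation of all test compounds plus 3 SD, cut at about 18% in these data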
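Test system: CHO-K1 hM5 cells / Doses: single-point, 3 µM nominal / Times: Post-acetylcholine fluorescence recording 140 s / Technique: Fluo-8 calcium fluorescence / Measure: Max/basal fluorescence ratio as % of EC20–EC100 ACh window / Benchmarks: low control EC20 acetylcholine (0%), high control EC100 acetylcholine (100%) / Replicates: one well per compound, no replicates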
M1 antag = human CHRM1 antagonism. CHO-K1 hM1, Fluo-8 calcium fluorescence, ACh EC80 antagonist. inhibition, % at 3 µM. 360,000 compounds, 1.3% hits. AID 588852;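 active means percent inhibition above its own plate's cutoff, namely the mean of that plate's compound wells plus 3 SD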;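 further: peak over basal fluorescence ratio during 140 s after agonist addition; 0% = ACh EC80 plus DMSO and 100% = DMSO alone without agonist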
Target sequence (P11229 whole entry, looked up): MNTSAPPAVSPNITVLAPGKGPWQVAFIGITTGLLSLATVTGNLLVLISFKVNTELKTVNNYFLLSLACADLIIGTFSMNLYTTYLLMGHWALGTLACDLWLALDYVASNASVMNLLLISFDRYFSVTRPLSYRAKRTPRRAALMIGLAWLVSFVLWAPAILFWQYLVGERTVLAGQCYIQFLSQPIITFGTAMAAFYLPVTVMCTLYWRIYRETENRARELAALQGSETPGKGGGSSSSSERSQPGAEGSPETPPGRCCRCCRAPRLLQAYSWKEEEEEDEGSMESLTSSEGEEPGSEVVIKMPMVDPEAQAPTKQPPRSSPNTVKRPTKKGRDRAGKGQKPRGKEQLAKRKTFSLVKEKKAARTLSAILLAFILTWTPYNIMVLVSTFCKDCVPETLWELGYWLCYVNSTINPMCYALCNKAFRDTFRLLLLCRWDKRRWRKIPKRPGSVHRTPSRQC
CHRM5 antagonist = blocks acetylcholine activation of human M5 receptor; P08912; CHO-hM5 cells, Fluo-8 calcium fluorescence, ACh EC80; inhibition, % at 3 µM; 360,000 compounds, 0.59% hits; AID 624040;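 active means inhibition above a per-plate cutoff, the mean of that plate's test compounds plus 3 SD, cut at about 27% in these data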;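 further: 0% = acetylcholine EC80 with DMSO and 100% = DMSO without agonist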
CHRM5 agonist = CHRM5 agonism in calcium assay; activation, % at 3 µM; 360,000 compounds, 0.19% hits; CHO-K1 hM5 cells, Fluo-8 calcium fluorescence; 0% DMSO wells, 100% maximal acetylcholine response; AID 624037;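 active means activation above the run's mean over test compounds plus 3 SD, cut at about 23% in these data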;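 further: signal is peak over basal fluorescence ratio across the kinetic read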
CHRM4 PAM = CHRM4 positive allosteric modulation; P08173; activation, % at 3 µM; 360,000 compounds, 0.4% hits; CHO-K1 hM4/Gqi5, Fluo-8 calcium fluorescence, ACh EC20; 0% = ACh EC20, 100% = maximal ACh;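 active means activation above its plate's cutoff, the mean activation of sample wells plus 3 SD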; further: some results filed as inactive read as strong as hits
CRFR2-BP ag = CRF-BP/CRF-R2 complex agonism. HEK293 CRF-R2/CRF-BP, calcium dye fluorescence (FLIPR); percent of saturating CRF peptide response. activation, % at 13.2 µM. 350,000 compounds, 0.46% hits. AID 588473;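 active means activation of at least 50%, plus an integration ratio under a set limit after plate pattern correction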;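 further: plate controls were neutral control wells without compound for no effect and CRF at EC100 for full effect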
M1 PAM = human CHRM1 positive allosteric modulation; P11229; CHO-K1 hM1, Fluo-8 calcium fluorescence, ACh EC20; 0% = ACh EC20, 100% = maximal ACh; activation, % at 3 µM; 360,000 compounds, 0.088% hits; AID 588819; in the data active means activation above about 19%, passing the limit was not always enough
Starred values were filed as active, the others as inactive; . = no result given.

SMILES	M4 antag	M4 ag	M5 PAM	M1 antag	CHRM5 antagonist	CHRM5 agonist	CHRM4 PAM	CRFR2-BP ag	M1 PAM
CCOC(=O)NC(C(Cl)(Cl)Cl)S(=O)(=O)c1ccccc1 (stereo unspecified)	-5	0	5	-8	0	0	-3	-1.7	5
COc1ccc(C(C)=O)cc1COC(=O)[C@H](Cc1ccccc1)NC(=O)c1ccco1	-2	16	-6	3	-2	0	-9	-1.2	-9
CC(=O)c1ccc(NC(=O)c2cc(CC(C)C)on2)cc1	-7	1	-3	-13	-3	-1	3	6.6	5
CC1(CCC(=O)N2CCCC(N3CCN(c4ccc(F)cc4)CC3)C2)CC1 (stereo unspecified)	-15	3	3	-25	-12	-3	5	-13	4
O=C(CCc1c[nH]c2ccccc12)NC(Cc1ccccc1)C(=O)O (stereo unspecified)	-2	1	6	-12	-2	-4	-1	-0.8	14
COc1ccccc1C(=O)NCC(c1ccco1)N1CCc2ccccc21 (stereo unspecified)	-13	4	-4	6	-1	-1	-10	-0.4	-5
COc1cccc(NS(=O)(=O)c2cn(C)c(=O)n(C)c2=O)c1	-9	1	-4	-5	11	2	6	-1.4	16
O=C(O)CN1C(=O)/C(=C/c2cccc(Cl)c2)Oc2ccccc21	-7	0	-3	-13	3	1	-5	0.2	4
Cc1ccc(-c2noc(CCC(=O)NCCCN3CCN(c4cccc(Cl)c4)CC3)n2)cc1	7	20	-15	13	2	4	-3	2.5	-2
O=C(COC(=O)CNC(=O)c1ccccc1)NCc1ccc2c(c1)OCO2	7	1	3	1	-1	-2	4	0.0	3
COc1ccc(C2NC(=O)NC(C)=C2C(=O)OCc2ccc3c(c2)OCO3)cc1OC (stereo unspecified)	10	3	-8	4	4	2	-7	1.3	-1
CCOc1ccc(S(=O)(=O)N(C)CC(=O)NCCN2CCOCC2)cc1	-2	1	-2	-4	20	-1	4	0.1	5
Cc1ccc(CNCC2CCCO2)s1 (stereo unspecified)	-3	1	-5	10	-11	-4	14	3.0	-4
O=C(CSc1nnc(Cc2ccccc2)n1Cc1ccco1)NC1CCCC1	-7	1	1	5	3	-2	0	-1.5	1
COc1ccc(C(=O)COC(=O)c2ccn(C)n2)cc1	7	0	0	-7	13	-1	-4	0.6	7
CC1CC(C)CN(C(=O)Cn2ncc3c([nH]c4ccccc43)c2=O)C1 (stereo unspecified)	6	7	-7	5	9	2	-1	0.1	-2
CCOC(=O)C1CCCN(C(=O)CSc2nnc3nc(C)cc(C)n23)C1 (stereo unspecified)	1	0	-1	-13	18	-2	15	8.5	15
Cc1ccc(C(=O)NCc2ccccn2)cc1Cl	2	0	-3	-8	4	-2	2	-2.2	13
O=C(Nc1cccc2cccnc12)c1ccc(Br)o1	0	-1	3	-13	-6	1	3	1.4	13
O=C1CCCC(=O)C1=C1SCCS1	1	1	-7	8	3	-3	9	-2.6	-4
N#Cc1ccc(C(=O)NC2CCCc3ccccc32)cc1 (stereo unspecified)	-10	1	-2	3	-4	-5	12	-3.0	0
COc1ccc(C(=O)CSc2nncn2C)cc1	-1	0	-4	1	-10	-2	1	1.0	-3
Cn1c(N)c(C(=O)CSc2nnc(C3CC3)n2Cc2ccccc2)c(=O)n(C)c1=O	-11	1	9	-18	7	-3	2	-0.8	7
CCCc1nc2ccc(C(=O)OC)cn2c1Cc1ccc(C)cc1	11	0	-2	-15	4	-4	-10	.	-5
CCN(CCO)c1cc(Cl)nc(SC)n1	2	0	5	-5	6	-2	2	-3.0	-3
COc1ccc(C(=O)c2ccc([N+](=O)[O-])cc2Cl)cc1	-3	17	-13	10	8	-5	-6	-2.2	-14
CN1CCN(c2ccc(NC(=O)c3cc(S(N)(=O)=O)ccc3N3CCOCC3)cc2)CC1	-7	1	5	8	-4	0	16	1.0	3
O=C(c1ccc(C(F)(F)F)cc1)C1CCCN(C(=O)c2cnccn2)C1 (stereo unspecified)	11	3	-1	-10	4	3	4	2.9	13
Cc1ccccc1CS(=O)(=O)CC1(O)CCN(C(=O)c2cccc(C(F)(F)F)c2)CC1	2	1	-4	-8	3	-1	0	-2.5	10
CCOC(=O)CSc1nnc(CNC(=O)c2ccccc2OC)n1-c1ccc(OC)cc1	2	0	-9	10	5	0	4	0.3	-7
CCC1CCCCN1Cc1ccc(N)cc1 (stereo unspecified)	-4	0	6	-2	4	-5	3	1.6	3
COC(=O)C1=C(N)OC2=C(C(=O)CCC2)C1c1ccccc1OC (stereo unspecified)	-2	1	0	-7	-1	-1	-8	-2.2	4
Cc1cc(C)nc(N2CCN(S(=O)(=O)c3ccc(F)cc3)CC2)n1	8	-1	-2	2	15	-5	-7	-0.8	-5
Cc1cc(C)cc(CN2C(=O)NC3(CCCCCC3)C2=O)c1	-17	-1	3	-20	-6	-8	-8	3.0	14
Cc1ccc(Cn2c(C(CO)Nc3nc(-c4ccc(F)cc4)cs3)nc3ccccc32)cc1 (stereo unspecified)	-2	1	-3	-8	3	2	14	-1.1	10
COc1ccccc1CNC(=O)c1ccc(Br)o1	-3	0	-2	12	10	-6	5	-0.3	-3
O=C(CSc1nccc2ccccc12)N1CCN(c2ccccn2)CC1	-3	2	-7	12	-2	2	-2	1.3	-6
CN1C(=O)Cc2cc(S(=O)(=O)Nc3ccc(N4CCOCC4)cc3)ccc21	-7	1	1	8	2	-3	6	-1.4	0
O=C(Nc1ccccc1)Nc1ccc(F)c([N+](=O)[O-])c1	9	13	-14	11	27*	6	-10	23	-13
Cc1cccc(NS(=O)(=O)c2c(C)n[nH]c2C)c1	-3	1	4	-12	3	3	1	0.2	6
COc1ccc(SCC(=O)c2cc(C)c(OC(=S)N(C)C)c(C)c2)cc1	-6	8	-7	-5	0	-6	-8	-1.9	-7
CC(=O)NCC(=O)NC1CCCc2c1cnn2-c1ccc(C(C)(C)C)cc1 (stereo unspecified)	6	0	0	19	7	-6	-11	-2.8	-16
CN1CCC(N(C)C(=O)c2cc(-c3ccccc3Cl)nc3ccccc23)CC1	-6	2	9	-3	2	-3	8	-0.1	4
C=CCSc1nnc2c(n1)-c1cccc3cccc-2c13	-1	1	-6	-2	16	0	3	0.2	1
O=c1[nH]c(NCCO)nc2ncn(Cc3ccccc3)c12	-1	1	4	-11	4	-3	10	-0.3	8
Clc1ccc(-c2cccs2)nn1	-7	0	0	-2	-13	-1	-1	1.5	11
CC1CCCCC1NC(=O)CCCCn1c(=O)[nH]c2ccsc2c1=O (stereo unspecified)	18	2	-4	-4	21	1	-13	-0.8	4
CC(CNC(=O)COC(=O)c1cccnc1Cl)c1ccccc1 (stereo unspecified)	-4	-1	5	-23	0	3	4	-1.3	15
Cc1nn(C)cc1CN(C)C(=O)C1CCC(=O)N(CCc2cccc(F)c2)C1 (stereo unspecified)	-3	0	6	-9	-3	-1	4	-1.3	9
O=C(NCC(=O)N(c1ccccc1)C(C(=O)NC1CCCCC1)c1cccnc1)c1ccco1 (stereo unspecified)	-2	1	2	-1	7	-3	-3	2.4	1
CC(=O)NCc1nc2ccccc2n1Cc1ccccc1F	5	1	-6	14	3	-5	1	-1.7	-1
COc1ccc(C(=O)NCc2ccccn2)cc1	-13	1	1	-13	-5	1	7	-1.2	12
Cc1cc(C)c2nc(-c3ccccc3)ccc2c1	-1	1	3	-44	-1	2	4	.	7
O=C(C(Cc1ccccc1)n1cccc1)N1CCN(C2CCCCC2)CC1 (stereo unspecified)	-7	2	-1	-2	-6	-2	-5	2.2	-3
COc1ccc(NC(=O)c2ccccc2[N+](=O)[O-])cc1OC	-12	1	-1	-4	-3	-1	-5	-2.2	9
COC(=O)[C@H](C)N(Cc1ccc(Cl)c(Cl)c1)S(=O)(=O)CCN1CCCC1	0	4	2	-4	3	-1	1	1.7	4
COc1ccccc1C(=O)Nc1ccc(S(=O)(=O)N(C)c2ccccc2)cc1	7	8	-9	-6	7	-4	-26	0.5	-1
O=C1c2cccc(OCC(=O)N3CCCc4ccccc43)c2CCN1Cc1ccccc1	-4	4	1	-10	2	1	2	-1.9	4
NC(=O)c1ccc[n+](CC(=O)c2ccccc2)c1	-19	1	0	-12	2	0	5	2.9	14
O=C(CSc1nc2ccccc2s1)NCCCN1CCOCC1	-6	0	-2	-7	0	-1	4	-1.0	15

Some of these compounds in order of molecular weight, rising.
SMILES	M4 antag	M4 ag	M5 PAM	M1 antag	CHRM5 antagonist	CHRM5 agonist	CHRM4 PAM	CRFR2-BP ag	M1 PAM
O=C1CCCC(=O)C1=C1SCCS1	1	1	-7	8	3	-3	9	-2.6	-4
CCN(CCO)c1cc(Cl)nc(SC)n1	2	0	5	-5	6	-2	2	-3.0	-3
O=c1[nH]c(NCCO)nc2ncn(Cc3ccccc3)c12	-1	1	4	-11	4	-3	10	-0.3	8
CCOC(=O)NC(C(Cl)(Cl)Cl)S(=O)(=O)c1ccccc1 (stereo unspecified)	-5	0	5	-8	0	0	-3	-1.7	5
CC1(CCC(=O)N2CCCC(N3CCN(c4ccc(F)cc4)CC3)C2)CC1 (stereo unspecified)	-15	3	3	-25	-12	-3	5	-13	4
CCOc1ccc(S(=O)(=O)N(C)CC(=O)NCCN2CCOCC2)cc1	-2	1	-2	-4	20	-1	4	0.1	5

Later entries
SMILES	M4 antag	M4 ag	M5 PAM	M1 antag	CHRM5 antagonist	CHRM5 agonist	CHRM4 PAM	CRFR2-BP ag	M1 PAM
Cc1cccc(C)c1NC(=O)C(c1ccncc1)n1c(=O)c(-c2ccccc2)nc2ccccc21 (stereo unspecified)	-9	2	0	.	0	1	4	.	.
COc1ccc(NC(=S)Nc2ccccc2)cn1	-4	1	-1	-4	-2	0	4	0.2	8
Cc1cc(NC(=O)CCC(=O)N(Cc2ccccc2)C2(C(=O)NC3CCCCC3)CCCC2)no1	-10	0	-1	-9	-9	-1	1	-1.4	6
CCOC(=O)c1oc2ccccc2c1CN1CCN(C(=O)c2ccccc2)CC1	-18	7	2	-6	-4	0	-4	-0.5	2
CCCCCC(C)NC(=O)c1ccoc1C (stereo unspecified)	-15	0	-6	-10	1	-3	5	-4.8	11
CCOC(=O)c1nnn(-c2nonc2N)c1COc1cc(C)c(Cl)c(C)c1	-3	-1	-1	-26	-3	-3	-2	3.5	1
CCOC(=O)C1(C(F)(F)F)N=C(c2cccnc2)OC(N2CCCCC2)=N1 (stereo unspecified)	-7	0	5	5	0	-4	10	-1.2	-6
O=C(Nc1nc(-c2ccccn2)cs1)c1cc(S(=O)(=O)N2CCOCC2)ccc1F	-14	8	-8	-15	5	5	-1	-2.4	18
Cc1ccc(OCCC(=O)OCC(=O)Nc2ccc(N3CCOCC3)cc2)cc1	0	0	-6	-8	11	-2	4	-0.6	7
CCc1cc2c(=O)c(-c3nc4ccccc4n3C)c(COCC(=O)O)oc2cc1OC(=O)C(C)(C)C	13	2	-3	-5	7	0	-5	-1.4	5
COc1ccc(CCCNC(=O)C2Cc3c(-c4ccc5c(c4)OCO5)ccnc3O2)cc1 (stereo unspecified)	-20	5	3	-9	-9	0	-1	.	5
CC(=O)Nc1ccc(NC(=O)Cn2c(=O)n(-c3ccc(F)cc3)c(=O)c3oc4ccccc4c32)cc1	5	1	5	-7	1	2	16	-0.7	5
CN1CCN(c2ccccc2NC(=O)c2ccc(-c3ccc(Br)cc3)o2)CC1	6	2	-3	8	3	-5	-6	-0.7	-4
